Nrf2 inh: blocks Nrf2 signaling. A549 ARE-Fluc reporter, luciferase luminescence, 18-24 h. Potency, µM (titrated, usually from 46 µM), for inactives: top-dose activity change, negative = inhibition, most hits filed as inhibitors. 2.1% of 360,000 active; further: on the % scale 0 is the no-effect control and ±100 the full control effect; nearly all actives have a fitted effect of over 60% in size
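A549 ARE_Fluc cells (5000/well, 5% FBS OPTI-MEM) pre-incubated 2 h, then treated with compounds 18-24 h at 37C/5% CO2 in concentration-response. CellTiter-Fluor viability read first; BugLite luciferase luminescence after 15 min at room temperature gives Nrf2 activity.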
MCF10A rereplic: inducers of DNA re-replication in MCF 10A breast cells; MCF 10A DNA re-replication, Hoechst nuclear intensity, 48 h; Potency, µM (top dose mostly 46.1 µM), inactives show at the top dose activity, positive = re-replication, actives largely listed as activators; AID 624296; 2.9% of 350,000 active; further: % of control where 0% means no effect; nearly all actives have a fitted effect of over 50% in size
TGFb SMAD3 inh: blocks TGF-b signaling | HepG2 CAGA-GFP TGF-b/SMAD3 reporter, GFP fluorescence, 18 h; TGF-beta stimulated, 500 pg/mL final | Potency, µM (top dose mostly 46.1 µM), without a hit: top-dose activity, negative = inhibition, hits mostly inhibitors | 1.2% of 410,000 active | AID 588855; further: on the % scale 0 is the no-effect control and ±100 the full control effect; nearly all actives have a fitted effect of over 65% in size
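GFP signal (ex488/em500-530) from TGF-beta-stimulated HEPG2 CAGA-GFP cells, 500 pg/mL final, 18 h at 37 degrees C in DMEM plus 1% FBS, normalized to unstimulated and DMSO-stimulated controls.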
EPAC2 antag: EPAC2 (human) antagonism. Potency, µM (top dose mostly 114 µM), without a hit: at the highest dose activity, negative = inhibition, usual class: inhibitors. EPAC2 GEF exchange of Rap1B-BODIPY-GDP, fluorescence. 0.18% of 360,000 active. Q8WZA2. AID 720708; further: on the % scale 0 is the no-effect control and ±100 the full control effect; nearly all actives have a fitted effect of over 45% in size; many of its hits are not listed in these tables
Target sequence (Q8WZA2 whole entry, looked up): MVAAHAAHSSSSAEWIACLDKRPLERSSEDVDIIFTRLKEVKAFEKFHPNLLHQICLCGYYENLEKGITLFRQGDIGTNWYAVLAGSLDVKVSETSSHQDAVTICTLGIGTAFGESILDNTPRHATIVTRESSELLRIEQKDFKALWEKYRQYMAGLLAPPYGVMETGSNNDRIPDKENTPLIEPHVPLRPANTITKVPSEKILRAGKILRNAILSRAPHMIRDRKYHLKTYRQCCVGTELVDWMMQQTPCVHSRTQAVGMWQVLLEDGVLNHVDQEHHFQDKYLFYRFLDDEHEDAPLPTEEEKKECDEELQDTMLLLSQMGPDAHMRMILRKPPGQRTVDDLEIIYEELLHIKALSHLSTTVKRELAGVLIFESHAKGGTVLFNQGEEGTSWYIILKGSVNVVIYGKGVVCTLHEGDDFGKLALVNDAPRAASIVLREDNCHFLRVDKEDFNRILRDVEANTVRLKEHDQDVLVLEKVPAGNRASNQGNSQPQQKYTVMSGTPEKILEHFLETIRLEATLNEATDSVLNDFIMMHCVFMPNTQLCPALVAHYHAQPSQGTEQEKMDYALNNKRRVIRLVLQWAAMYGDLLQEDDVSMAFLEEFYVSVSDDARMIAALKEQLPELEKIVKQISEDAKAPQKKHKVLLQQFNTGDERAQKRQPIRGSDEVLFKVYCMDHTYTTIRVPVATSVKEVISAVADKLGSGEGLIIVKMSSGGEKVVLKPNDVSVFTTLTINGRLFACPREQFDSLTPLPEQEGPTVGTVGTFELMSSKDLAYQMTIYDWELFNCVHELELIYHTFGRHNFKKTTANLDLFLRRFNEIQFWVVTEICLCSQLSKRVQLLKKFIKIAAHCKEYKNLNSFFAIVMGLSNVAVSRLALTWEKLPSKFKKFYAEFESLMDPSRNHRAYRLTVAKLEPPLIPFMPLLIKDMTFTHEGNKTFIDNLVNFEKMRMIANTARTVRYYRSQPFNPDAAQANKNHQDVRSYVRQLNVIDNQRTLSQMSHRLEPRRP
A549 viability: kills or reduces viability of A549 cells in Nrf2 counter-screen | A549 ARE-Fluc cells, CellTiter-Fluor viability, 18-24 h | Potency, µM (highest dose often 46 µM), for the others: at the top dose activity change, negative = cytotoxicity, hits mostly inhibitors | 0.16% of 390,000 active; further: on the % scale 0 is the no-effect control and ±100 the full control effect
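A549 ARE_Fluc cells in 5% FBS OPTI-MEM were exposed to compounds in concentration-response for 18-24 h at 37 deg C. Viability was read by CellTiter-Fluor fluorescence (Ex 405/Em 525) after 30 min, before the luciferase read.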
ATXN2 expr inh: reduces ATXN2 reporter expression in HEK-293 cells | AID 1745845 | HEK-293 ATXN2-luciferase reporter, luminescence, 24 h | 0.72% of 360,000 active | Potency, µM (doses to about 57 µM), without a hit: at the highest dose activity change, negative = inhibition, hits mostly inhibitors; further: on the % scale 0 is the no-effect control and ±100 the full control effect; nearly all actives have a fitted effect of over 55% in size
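ATXN2-luciferase reporter cells (luciferase flanked by upstream and downstream ATXN2 gene portions) were treated 24 h at 37 °C with compounds at up to 57 uM. SteadyGlo luminescence gave expression; GF-AFC fluorescence gave viability.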
HepG2 viability: HepG2 cytotoxicity, counter-screen for TGF-b inhibitors | HepG2 CAGA-GFP viability, ATP luminescence, 18 h | 0.76% of 410,000 active | Potency, µM (series often up to 46.1 µM), for inactives: at the highest dose activity change, negative = cytotoxicity, usual class: cytotoxic; further: some results filed as inactive show a strong effect at the top dose
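CellTiter-Glo luminescence gave cytotoxicity after 18 hours at 37 degrees C. The cells were HepG2 CAGA-GFP in 1% FBS DMEM, stimulated with 500 pg/mL TGF-beta after compound addition. %Activity was normalised to no-cell wells (complete cell-killing) and DMSO (no toxicity), and curves were fitted and classified.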
Nrf2 activator: activators of Nrf2 (ARE) signaling; AREc32 ARE-luciferase reporter (MCF7-derived line), luminescence, 24 h; Potency, µM (titrated, usually from 46.1 µM), for the others: at the top dose activation, most hits filed as activators; 0.31% of 410,000 active; further: % of control where 0% means no effect; nearly all actives have a fitted effect of over 65% in size
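Reporter line AREc32 (ARE-Fluc), seeded overnight in OPTI-MEM with 5% FBS; compound pin-transferred, 24 hr at 37 deg C, 5% CO2; luminescent read-out.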
S2 tox: viability counter-screen for ATXN expression inhibitors. S2 cells (HEK-293 line with an ATXN2-luciferase reporter) viability, CellTiter-Fluor protease fluorescence, 24 h. Potency, µM (top dose mostly 56.7 µM), hits mostly cytotoxic. 0.49% of 400,000 active. AID 651635; further: nearly all actives have a fitted effect of over 40% in size
* marks the source's active call; other numbers are inactive results; i = inactive; u = inconclusive; x = no result given; [ ] = remark or other dose. The call rests on the fitted dose curve; in most records, active means well fitted curve in the direction sought with a large enough effect; inconclusive means small, poorly fitted or top-dose-only effect, or another doubt; inactive means no such curve, though single readings can be large; an effect the other way counts as inactive or inconclusive. Potency means the concentration at half of the fitted maximal effect. Only part of the results is shown (hit frequency here may not be typical).

| SMILES | Nrf2 inh | MCF10A rereplic | TGFb SMAD3 inh | EPAC2 antag | A549 viability | ATXN2 expr inh | HepG2 viability | Nrf2 activator | S2 tox |
| --- | --- | --- | --- | --- | --- | --- | --- | --- | --- |
| CCc1cccc2c1NC(=O)C21N2CCCC2C(C(=O)c2ccc3ccccc3c2)C12C(=O)Nc1ccccc12 (configuration not stated) | u | 15% | u | -15% | -26% | 7% | -25% | 9.5% | u |
| C#CCOCCOCCOCCNc1nc(N2CCN(C(=O)C([C@@H](C)O)n3cc([C@@H](N)CCCCN)nn3)CC2)nc(N2CCN(C(=O)[C@H](CC(N)=O)n3cc(C(N)[C@@H](C)CC)nn3)CC2)n1 (some centres not stated) | 10% | 3% | 0% | 10% | -6% | 8% | -15% | -0.8% | i |
| CO/N=C(/CS(=O)(=O)c1ccc(Br)cc1)c1ccc(OC)cc1 | u | u | -14% | -5% | 0% | -11% | 1% | -0.7% | i |
| Cc1c(NC(=O)c2cc(-c3cccs3)on2)c(=O)n(-c2ccccc2)n1C | 9% | 0% | 10% | -6% | 1% | -9% | -5% | 1.8% | i |
| O=C(Nc1ccc(NC(=O)c2ccc([N+](=O)[O-])cc2[N+](=O)[O-])cc1)c1ccco1 | u | 4% | 2% | -2% | -1% | -13% | -5% | 0.7% | i |
| CCC1=C(OC(=O)N(CC)CC)N2C(=O)OC(=NCc3ccccc3)[C@]2(C)[C@H]2C1=CC[C@H]1C(=O)NC(=O)[C@H]12 | 18µM* | u | 6% | -7% | -25% | 0% | -6% | 1.4% | i |
| Cc1ccc(CNC(=O)C2CCCN(c3nnc(-n4c(C)ccc4C)s3)C2)cc1 (configuration not stated) | -5% | x | x | x | 0% | x | -11% | u | x |
| COc1ccc(C(O)c2nc(-c3cccc(O)c3)cs2)cc1 (configuration not stated) | x | x | -3% | -13% | x | 14% | -2% | 6.3% | i |
| O=C(O)C(CC1CCCCC1)N1CCS(=O)(=O)CC1 (configuration not stated) | u | -15% | -2% | -10% | 11% | 5% | -1% | -0.3% | i |
| CCN(CC)CCn1c(=N)n(CCOc2ccccc2)c2ccccc21 | x | 24% | 85%[activator] | 4% | u | 0% | -75% | 4.3% | i |
| N#Cc1c(NCCCO)nc(NCc2ccccc2)c2c1CCN(Cc1ccccc1)C2 | -2% | u | 3% | -1% | -4% | -5% | 7% | 6.3% | i |
| CC1(C)CC(=O)C([N+](=O)[O-])=C(NCCCO)C1 | 9% | 1% | 13% | 21% | 3% | -2% | -1% | -0.1% | i |
| Cc1ccc(NC(=O)CSc2nnc(-c3cc(C)[nH]n3)n2N)cc1 | 3% | -3% | 0% | 9% | 0% | 0% | 12% | -0.9% | u |
| C[C@@H](C(=O)Nc1ccc2ccccc2c1)[C@H]1C[C@]1(C)[C@H](NC(=O)c1cnccn1)c1ccccc1 | -4% | 3% | u | -12% | 3% | -10% | -24% | 6.0% | u |
| CCn1c2ccccc2c2nc3ccccc3nc21 | u | 13µM* | 3% | 0% | -8% | -8% | -7% | 5.1% | i |
| Cc1ccccc1NC(=O)CCC(=O)OCC(=O)c1ccc(-c2ccccc2)cc1 | 11% | -183%[0.0737 µM] | -13% | -4% | -8% | 0% | -7% | 0.3% | i |
| CC(=O)N1CCN(c2ccccc2NC(=O)c2ccc(-c3cccc([N+](=O)[O-])c3)o2)CC1 | u | -1% | -2% | -19% | -2% | -15% | -3% | 6.4% | i |
| O=C(COC(=O)c1cccc(O)c1)Nc1ccc(OC(F)F)cc1 | 1% | -1% | -17% | 0% | 1% | -6% | -1% | -0.1% | i |
| Cc1ccc(CN2CC(N3CCCC3)CS2(=O)=O)cc1 (configuration not stated) | x | x | 7% | -18% | x | 5% | -15% | -0.8% | i |
| Cn1ncc(N)c1C(=O)Nc1cccc(C(F)(F)F)c1 | x | 4% | -8% | 16% | 14% | 1% | 1% | 0.4% | i |
| CCc1ccc(NC(=O)c2ccc3c(=O)n4c(nc3c2)CCCCC4)cc1 | u | 15% | -22% | 12% | -19% | u | -26% | -0.1% | u |
| CCCCCCN1C[C@H](n2cc(C3CC3)nn2)[C@@H](O)C[C@@H]1c1ccc(Cl)cc1 | x | x | u | -1% | x | -8% | -53% | 0.5% | u |
| CCOP(=O)(OCC)C(Nc1cccc([N+](=O)[O-])c1)c1ccccc1 (configuration not stated) | -6% | 0% | 8% | -2% | 0% | -19% | -1% | -0.3% | i |
| O=C(Nc1nc2c(F)cc(F)cc2s1)c1ccccn1 | u | 3% | u | 7% | u | u | -32% | 16% | u |
| CCOc1ccccc1-c1nnc(SCC(=O)NC2(C#N)CCCC2)o1 | -18% | -2% | -5% | 10% | 2% | -4% | -9% | 0.5% | i |
| Cc1c(Cl)cccc1NC(=O)C(C)n1nc(C)c2c(C)n(-c3ccccc3)nc2c1=O (configuration not stated) | -22% | x | 2% | x | 8% | 5% | 1% | -0.4% | i |
| COc1ccccc1Cn1cc(C(=O)c2ccc(Cl)cc2)c(=O)c2cc3c(cc21)OCCO3 | 5% | x | -7% | x | 1% | 0% | -1% | 0.2% | i |
| Cc1ccccc1N1CCN(CCN2C(=O)CC(=C3c4ccccc4-c4ccccc43)C2=O)CC1 | -23% | 5% | u | 16%[57.1 µM] | -12% | -11% | 1% | 0.2% | i |
| CCN(C(=O)CSc1nc2ccc(Cl)cc2[nH]1)C1CCS(=O)(=O)C1 (configuration not stated) | 0% | 2% | u | -18% | 1% | -5% | 3% | 5.4% | u |
| CCOc1ccccc1C(=O)NCC(=O)NCCCc1ccccc1 | u | -2% | -16% | 6% | 0% | -8% | 8% | 0.3% | i |
| CN1CCN(C(=O)c2cc(-c3ccco3)on2)CC1 | 16% | 0% | -28% | 20% | 14% | 14% | 4% | 2.5% | i |
| O=C(CO/N=C/c1ccc(OC(F)F)cc1)NCc1ccc(F)cc1 | -9% | 0% | -18% | -8% | 2% | -29% | -8% | -0.1% | i |
| COc1ccccc1C(=O)N/C(N)=N/c1nc2ccccc2o1 | x | u | u | -2% | 2% | 15% | -30% | u | i |
| [O-]/C(=C(\C(=S)NCc1ccc2c(c1)OCO2)[n+]1ccccc1)c1ccc(Cl)s1 | 9% | 15% | u | 3% | 7% | -31% | -9% | 5.0% | i |
| Cc1ccccc1C(=O)NC(CC(C)C)C(=O)OCC(=O)c1c(N)n(C)c(=O)n(C)c1=O (configuration not stated) | 10% | -49%[inhibitor] | 104%[activator] | -9% | 5% | -19% | 13% | 0.4% | i |
| CCOC(=O)N1CCN(C(=S)Nc2ccccc2C(C)C)CC1 | -6% | -17% | -2% | -5% | 2% | 9% | 5% | -0.5% | i |
| COc1ccc(NC(=S)N2CCC(c3ccccc3)C2)cc1 (configuration not stated) | u | -4% | 17% | -19% | 1% | 54%[activator] | 1% | -1.6% | i |
| CCN(CC)CCNCC(=O)N1c2ccccc2CCc2ccc(NC(=O)OC)cc21 | 0% | -2% | 4% | 10% | 2% | -7% | 1% | -0.1% | i |
| CCOC(=O)N1CCC(N2CCN(Cc3ccc(F)c(F)c3)C(CCO)C2)CC1 (configuration not stated) | -8% | 0% | 8% | 10%[57.1 µM] | -5% | x | -4% | 0.5% | i |
| COc1ccc(CNC(=O)c2ccc(-c3nc(CSc4ccc(C)cc4)c(C)o3)cc2)c(OC)c1 | 0% | x | -8% | x | 8% | -2% | -14% | 0.5% | i |
| CC1CCC(C(=O)NC(C(=O)Nc2ccccn2)C(C)C)CC1 (configuration not stated) | -5% | 7% | 7% | -1% | -2% | -9% | 5% | -0.1% | i |
| CCCC(=O)c1cc2ccccc2oc1=O | -5% | -1% | 3% | 7% | -3% | -7% | 2% | -0.9% | i |
| COC(=O)CSc1nnc(-c2ccoc2C)n1-c1ccc(OC)cc1 | 7% | -5% | -6% | 12% | 12% | 0% | -22% | -0.9% | i |
| O=C1Nc2ccccc2OC1CC(=O)N1CCCC1 (configuration not stated) | -7% | -4% | -7% | 9% | -2% | -4% | 3% | 0.3% | i |
| COc1cccc2sc3cc(NCCCN4CCOCC4)ccc3c(=O)c12 | 23% | 18µM* | -21% | -6% | 11% | -15% | -27% | 6.5% | x |
| COc1ccc(CN2CC(C(N)=O)Oc3ccccc32)cc1F (configuration not stated) | 3% | 12% | 4% | -25% | 1% | -4% | 2% | -0.4% | i |
| CCOC(=O)N1CCN(S(=O)(=O)c2ccc(C(=O)Nc3nnc(C)o3)cc2)CC1 | 4% | -5% | 5% | -18% | 0% | -9% | 8% | 0.1% | i |
| CCc1nc2sccc2c(=O)[nH]1 | 1% | 3% | -2% | 10% | 3% | 4% | -4% | -0.4% | i |
| CS(=O)(=O)N1CCSC1c1ccc(Br)cc1 (configuration not stated) | -4% | 0% | 4% | -7% | 7% | -16% | -2% | 0.4% | i |
| Cc1cccc(C(=O)NCC(=O)OCC(=O)c2ccc3ccccc3c2)c1 | 7% | x | -10% | x | -9% | x | -3% | x | x |
| COc1ccc(-c2nc(S(=O)(=O)c3ccc(C)cc3)c(NCc3ccccc3)o2)cc1 | -11% | x | 0% | x | 0% | 0% | -18% | -0.5% | i |
| CC1=C(C(=O)Nc2ccccc2)C(c2ccccc2C)n2nc(SCC(=O)c3ccc(C)cc3)nc2N1 (configuration not stated) | x | x | 18% | x | 12% | -6% | 5% | 0.6% | i |

Screening data: PubChem, National Center for Advancing Translational Sciences (NCATS)
